ERa SRC1 inh: blocks coactivator binding to human estrogen receptor alpha | P03372 | TR-FRET ER-alpha LBD / SRC-1 peptide, estradiol-bound | inhibition, % at 25.6 µM | 86,000 compounds, 1.7% hits | AID 629; in the data active means inhibition above about 50%;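 further: 0% = receptor plus peptide control and 100% = peptide only without receptor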
E coli WT exp: blocks growth of wild type E. coli BW25113; OD600 absorbance; growth inhibition, % at 100 µM; 98,000 compounds, 0.15% hits;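 active means growth inhibition above about 50% at one test dose, limit read from the data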;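 further: growth measured after 20 h incubation at 37 °C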
ERb SRC1 inh: ER-beta (human) coactivator binding inhibition; Q92731; TR-FRET ER-beta LBD / SRC1-Cy5 peptide binding; receptor agonist-loaded with 1 µM estradiol; inhibition, % at 25.6 µM; 86,000 compounds, 1.3% hits; AID 633;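 active means compounds whose percent inhibition of the receptor-coactivator binding signal exceeds about 50% in the single-dose screen, limit read from the data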;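 further: 0% = receptor plus peptide wells without compound and 100% = peptide-only wells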
FAK blocker: inhibitors of human focal adhesion kinase; AID 727; inhibition, %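 (tested at 7 µM)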; Q05397; biochemical FAK kinase activity assay; 97,000 compounds, 0.84% hits; in the data active means inhibition above about 19%;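 further: 0% = DMSO and 100% = reference compound high control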
Target sequence (Q05397 whole entry, looked up): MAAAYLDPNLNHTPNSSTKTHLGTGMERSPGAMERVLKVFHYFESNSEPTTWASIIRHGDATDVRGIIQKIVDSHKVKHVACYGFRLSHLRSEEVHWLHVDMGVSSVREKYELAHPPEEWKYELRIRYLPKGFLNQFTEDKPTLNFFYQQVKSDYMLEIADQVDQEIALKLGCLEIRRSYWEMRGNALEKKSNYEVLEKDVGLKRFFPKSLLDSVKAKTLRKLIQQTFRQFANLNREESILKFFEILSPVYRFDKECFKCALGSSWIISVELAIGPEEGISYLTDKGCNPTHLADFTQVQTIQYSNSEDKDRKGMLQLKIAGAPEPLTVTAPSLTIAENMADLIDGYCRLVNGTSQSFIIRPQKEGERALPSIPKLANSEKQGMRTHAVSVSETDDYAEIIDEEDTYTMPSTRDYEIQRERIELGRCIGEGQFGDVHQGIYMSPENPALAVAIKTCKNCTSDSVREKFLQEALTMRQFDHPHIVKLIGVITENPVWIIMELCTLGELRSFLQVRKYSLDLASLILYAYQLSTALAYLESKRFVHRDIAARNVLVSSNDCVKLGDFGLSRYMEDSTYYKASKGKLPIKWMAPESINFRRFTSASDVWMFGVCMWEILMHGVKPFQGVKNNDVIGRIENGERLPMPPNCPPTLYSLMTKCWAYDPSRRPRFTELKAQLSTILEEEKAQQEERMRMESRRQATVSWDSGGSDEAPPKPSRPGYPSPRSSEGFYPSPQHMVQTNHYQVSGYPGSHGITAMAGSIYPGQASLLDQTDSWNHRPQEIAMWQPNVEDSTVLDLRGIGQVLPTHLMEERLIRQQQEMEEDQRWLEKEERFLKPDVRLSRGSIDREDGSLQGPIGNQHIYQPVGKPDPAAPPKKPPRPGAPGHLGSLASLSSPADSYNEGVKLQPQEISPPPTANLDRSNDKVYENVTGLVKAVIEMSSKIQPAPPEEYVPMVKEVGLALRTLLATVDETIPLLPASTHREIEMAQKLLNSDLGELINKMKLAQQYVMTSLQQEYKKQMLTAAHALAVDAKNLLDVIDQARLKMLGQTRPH
Mac1 fbg enh: enhancers of human CD11b/CD18 binding to fibrinogen; P05107+P11215; K562 CD11b/CD18 adhesion to fibrinogen, ATPlite luminescence; activation, % at 10 µM; 93,000 compounds, 0.07% hits; AID 1499;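 active means 10 µM primary screen giving 50% or more activity, confirmed by 40% or more on retest at that dose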; further: strong numbers were not always called active; reference of the scale not given here
ERa coact pot: ER-alpha (human) coactivator binding potentiation. 86,000 compounds, 1.3% hits. coactivator binding (% of control), % at 25.6 µM. TR-FRET ERalpha-LBD/SRC-Cy5 coactivator binding, 2 h; 100 = basal binding, no effect; in the data active means activity above about 200%;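 further: binding measured in presence of low estradiol as agonist stimulus; 0% = peptide alone without receptor and 100% = receptor with peptide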
MT1-MMP txn act: MT1-MMP promoter transcription activation; activation factor at 10 µM; AID 750; HT1080 MT1-MMP promoter luciferase reporter, luminescence, overnight; stronger effect = higher value; 86,000 compounds, 0.16% hits;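 active means activation factor of at least 2 for MT1-MMP transcription at 10 µM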
Mac1 fbg inh: inhibitors of human CD11b/CD18 binding to fibrinogen. P05107+P11215. K562 CD11b/CD18 adhesion to fibrinogen, ATPlite luminescence; Mn2+ added to activate the integrin. inhibition, % at 10 µM. 93,000 compounds, 0.54% hits;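 active means primary inhibition of 50% or more at 10 µM, then 40% or more on retest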; further: some results filed as inactive read as strong as hits
PLAP act: activates human placental alkaline phosphatase. P05187. purified PLAP enzyme, luminescent substrate read-out; stronger effect = higher value. activation fold at 20 µM. 96,000 compounds, 1.2% hits. AID 696; in the data active means activation fold above about 2
An asterisk follows results filed as active; . = no result given; [ ] = dose if it differs, or a comment.

SMILES	ERa SRC1 inh	E coli WT exp	ERb SRC1 inh	FAK blocker	Mac1 fbg enh	ERa coact pot	MT1-MMP txn act	Mac1 fbg inh	PLAP act
O=c1c([N+](=O)[O-])c(N2CCCCC2)c2ccccc2n1-c1ccccc1	35	-10	0	-2	2	99	1.1	-27	1
COC(=O)Nc1nc(-c2ccccc2)c(C(=O)c2ccc(Cl)cc2)s1	.	-3	.	-3	-3	.	.	10	1
Cc1c(Br)c([N+](=O)[O-])nn1C(C)C(=O)Nc1ccc2c(c1)OCO2 (stereo unspecified)	.	0	.	-1	6	.	.	-6	1
Cc1ccc(C(=O)NCCN2CCCC2)cc1	-21	.	-17[fluorescence artefact?]	1	.	102[fluorescence artefact?]	1	.	.
CC1Cc2ccccc2N1C(=O)CSc1nnc(Cn2nnc3ccccc32)n1C (stereo unspecified)	-5	7	5	-4	0	106	1.1	30	1.1
CSc1ccccc1C(=O)NCc1ccc2c(c1)OCO2	-31	1	-25	0	2	106	0.9	-1	0.8
Cc1cc2ncn(/N=C/c3ccc(-c4ccccc4)o3)c2cc1C	13	-14	10	5	-2	90[fluorescence artefact?]	1.1	3	1
CC1CCN(C(=O)CSc2ccc3nnc(-c4ccccc4)n3n2)CC1	-2	.	-5[fluorescence artefact?]	.	.	93	1.1	.	.
Cc1ccc(Cl)cc1N1CCN(C(=O)c2ccc(CN3CCOCC3)cc2)CC1	-19	7	-25	-2	2	104	1.7	14	1.6
COc1ccc(CCn2c(C)cc(C(=O)CSc3nc(N)cc(=O)[nH]3)c2C)cc1	0	-10	-3	-2	.	107	1.1	.	0.9
CCn1c(CSc2nc3ccccc3s2)nnc1SCC(=O)c1ccc2c(c1)OCCO2	21	-16	4	6	.	109	1.3	.	.
O=C(c1cnc2n(c1=O)CCS2)N1CCc2ccccc21	-9[fluorescence artefact?]	-4	-7	.	.	103	1	.	.
CCOC(=O)n1c(=O)n(Cc2ccc(Cl)c(Cl)c2)c2ccccc21	.	-11	.	14	-3	.	.	35	1.2
Cc1ccccc1CN1CCN(CC(=O)NCc2ccccc2)C1=O	-1	6	-3	5	-2	116	1.2	28	1.2
COc1ccnc(N=CNOCc2ccc(C)cc2)c1C#N	2[fluorescence artefact?]	-2	-3[fluorescence artefact?]	1	-5	107	1.4	-35	0.9
O=C(c1cccc(C(=O)N2CCN(c3ccc(F)cc3)CC2)c1)N1CCN(c2ccc(F)cc2)CC1	-4	-4	1	.	-2	106	1	16	1.4
CCCC(=O)Nc1ccc(NC(=O)c2cccc(OC)c2)nc1	2	7	5	4	4	107	1.5	-4	1.1
O=C1CC(c2cccc([N+](=O)[O-])c2)c2ccc3ccccc3c2N1 (stereo unspecified)	.	-3	.	-1	-3	.	.	-7	0.9
Cc1ccc(-c2nnc(CSc3nnc(C)s3)o2)cc1	-9	5	-19	-4	-1	110	1.6	1	0.9
O=C(O)CCCNc1cc(N2CCC3(CC2)OCCO3)c2noc3c2c1C(=O)c1ccccc1-3	27[fluorescence artefact?]	-34	88*[fluorescence artefact?]	1	.	41[fluorescence artefact?]	1.5	.	1.1
CCN(CC)CCCN1C(=O)c2oc3ccccc3c(=O)c2C1c1cc(OC)ccc1OC (stereo unspecified)	0	-7	-6[fluorescence artefact?]	-4	-3	122	1.1	-16	1.3
COC(=O)C1=C(Cn2cnc3ccccc32)NC(=O)NC1c1cc(C)ccc1C (stereo unspecified)	-3	7	4	2	1	90[fluorescence artefact?]	1.5	-12	1.2
CN(C)CC(C)(C)CNS(=O)(=O)c1cccc(Cl)c1Cl	2	4	1	1	-1	110[fluorescence artefact?]	1	-23	1
CCOC(=O)C1=C(CSc2nnnn2C)N(C)C(=O)NC1c1ccccc1 (stereo unspecified)	-5	1	1	1	-2	102	.	-1	0.9
O=C(Nn1c(Cc2cccs2)nc2ccccc2c1=O)c1cccs1	-8	-7	-16	.	0	108	1.2	-7	1.2
CN1C(=S)SC(C)(C)C1(C)NO (stereo unspecified)	-11	2	-12	-13	-8	96	0.9	8	1.1
CCOC(=O)C1C(=O)NC(c2ccccc2)=NC1c1ccc(C(C)C)cc1 (stereo unspecified)	.	-7	.	-9	-6	.	.	11	0.9
CC(C)CN(CCNC(=O)CC1Oc2ccccc2NC1=O)CC(C)C (stereo unspecified)	-6	6	-7[fluorescence artefact?]	4	18	121	1.1	-1	1.4
COc1ccc(OCCc2nnc(N)s2)cc1	6	0	-4	-3	.	112	1.3	.	0.8
CCc1c(C)sc(NC(=O)OC)c1C(=O)N1CCCCC1	-22	10	-20[fluorescence artefact?]	-1	1	106[fluorescence artefact?]	1.1	-4	1.4
Cc1ccc(NC2c3ncccc3C(=O)N2C2CCCCC2)cc1C (stereo unspecified)	-1	0	-5	0	.	93	1.1	.	1.5
O=C(NC1CCCc2ccccc21)C1CCN(C(=O)c2sccc2-n2cccc2)CC1 (stereo unspecified)	-11	4	-12[fluorescence artefact?]	.	4	103	1	0	1.6
CCc1nc(C)cn1S(=O)(=O)c1cc(C)c(OC)cc1C	-7	4	5[fluorescence artefact?]	-6	-10	93	1.2	-2	1.1
Cc1cc(N2C(=O)C3CC=CCC3C2=O)no1 (stereo unspecified)	-5	.	1	-2	.	104	1	.	.
CCOC(=O)Cc1nnc(NC(=O)C(CC)Sc2nc(C)cc(C)n2)s1 (stereo unspecified)	-7[fluorescence artefact?]	0	-5	1	-3	108	.	-18	0.9
COc1ccc(NC(=O)CCc2ccccc2)cc1NC(=O)c1ccco1	-1	-11	-2	-5	0	104	1	-4	0.8
C/C(=N\Nc1cc(Cl)nc(C)n1)c1ccc(Cl)c(Cl)c1	.	-8	.	-4	-1	.	.	1	1
Cn1ncc(C#N)c1NC(=O)C1CC(c2ccc(Cl)cc2)=NO1 (stereo unspecified)	-8	4	-8	1	3	100	1.2	-2	1.1
Cc1[nH]nc(-c2ccc(OCc3cnn(-c4ccccc4)c3)cc2O)c1Oc1ccc(F)cc1	.	-15	.	0	-2	.	.	17	0.9
CC1C(O)=C(c2nc3ccccc3[nH]2)C(=N)N1c1ccccc1 (stereo unspecified)	9[fluorescence artefact?]	4	4[fluorescence artefact?]	1	-9	87[fluorescence artefact?]	1.7	17	1.3
O=C1OCc2ccc(NC(=O)C3CCCCC3)cc21	3	-2	-18[fluorescence artefact?]	0	-4	176	1	-9	0.8
CN(C)c1cc(N)c2ccccc2n1 (tested in a mixture with another compound)	3[fluorescence artefact?]	1	9[fluorescence artefact?]	-5	1	102	1	-1	1.3
NC(=O)C1(N2CCCCC2)CCN(C2CC(=O)N(CCc3ccccc3)C2=O)CC1 (stereo unspecified)	16	-5	-4	-1	-2	104	1.1	-3	1
CC1Cc2nc(SCC(=O)Nc3ccc(F)cc3F)n(C)c(=O)c2S1 (stereo unspecified)	-3	.	3	1	-1	114	1.1	1	1
CCCC(=O)N(Cc1cc2cc(C)ccc2[nH]c1=O)c1ccccc1OC	4[fluorescence artefact?]	-2	1[fluorescence artefact?]	-1	-1	99	1.1	9	1.3
CCn1c(CNc2ccc(Cl)cc2)nnc1SCC(=O)OC1CCCCC1	-9	.	-1	3	.	93	1.3	.	.
Cc1nnc(SCCn2c(N3CCCCCC3)nc3c2c(=O)[nH]c(=O)n3C)s1	.	-1	.	1	-3	.	1.1	-5	1.2
COc1ccc(OC)c(S(=O)(=O)N2CCN(C)CC2)c1	-5	9	1[fluorescence artefact?]	.	-4	110	1.1	-11	1.2
CCC1=NN(C(=O)C(=O)Nc2ccc(OC)cc2)C(O)(C(F)(F)F)C1 (stereo unspecified)	.	-7	.	-1	-4	.	.	14	1.2
CCCCNC(=O)CCn1c(=O)c2ccccc2n(CC(=O)Nc2ccccc2OCC)c1=O	14	-4	34[fluorescence artefact?]	3	7	81[fluorescence artefact?]	1.1	-9	1.5
Other entries
SMILES	ERa SRC1 inh	E coli WT exp	ERb SRC1 inh	FAK blocker	Mac1 fbg enh	ERa coact pot	MT1-MMP txn act	Mac1 fbg inh	PLAP act
O=c1oc2ccccc2cc1-c1cn2cccnc2n1	-2	-2	1	-7	-4	105[fluorescence artefact?]	0.7	-20	0.9
O=C(O)CCC(=O)N1CCc2cc(S(=O)(=O)N3CCN(c4ccc(F)cc4)CC3)ccc21	3[fluorescence artefact?]	-8	7	-11	-2	102[fluorescence artefact?]	1	14	1.4
CC(C)(C)OCC(NC(=O)C(CC(N)=O)NC(=O)OC(C)(C)C)C(=O)OC(C)(C)C (stereo unspecified)	-2	1	-1[fluorescence artefact?]	.	3	100	1	2	1.3
CC1CCN(c2c(NCc3ccc(C(=O)N4c5ccccc5CC4C)cc3)c(=O)c2=O)CC1 (stereo unspecified)	-1	-1	-5	1	.	102	.	.	.
CCCCC1CC1C(=O)Nc1ncc2c(n1)CC(C)(C)CC2=O (stereo unspecified)	0	12	-4	0	-4	91	1.1	11	0.9
CC(CCc1ccccc1)NC(=O)c1nnc(Cc2ccc(Cl)cc2)o1 (stereo unspecified)	-3	-9	3	3	-1	117	.	6	0.9
CC(=O)Nc1ccc(NC2=CC(=O)CC(C)(C)C2)cc1	-7[fluorescence artefact?]	4	2	1	0	93	1.1	4	0.9
O=c1n(S(=O)(=O)c2cccc3cccnc23)c2ccccc2n1S(=O)(=O)c1cccc2cccnc12	-3	-12	3	-2	-5	91	1.1	8	1.5
Cc1cc2cc3c(cc2nc1SCC(=O)N1c2ccccc2CC1C)OCO3 (stereo unspecified)	51*[fluorescence artefact?]	.	48[fluorescence artefact?]	1	.	162[fluorescence artefact?]	1.2	.	.
CCC(C)(C)C1CCC2(CC1)NC(=O)N(CC(=O)Nc1nc(-c3ccc(C)cc3)cs1)C2=O (stereo unspecified)	.	-2	.	-1	1	.	.	3	1

Molecules from the list above that contain an aryl thioether with sulfur outside any ring (12):
SMILES	ERa SRC1 inh	E coli WT exp	ERb SRC1 inh	FAK blocker	Mac1 fbg enh	ERa coact pot	MT1-MMP txn act	Mac1 fbg inh	PLAP act
CC1Cc2ccccc2N1C(=O)CSc1nnc(Cn2nnc3ccccc32)n1C (stereo unspecified)	-5	7	5	-4	0	106	1.1	30	1.1
CSc1ccccc1C(=O)NCc1ccc2c(c1)OCO2	-31	1	-25	0	2	106	0.9	-1	0.8
CC1CCN(C(=O)CSc2ccc3nnc(-c4ccccc4)n3n2)CC1	-2	.	-5[fluorescence artefact?]	.	.	93	1.1	.	.
COc1ccc(CCn2c(C)cc(C(=O)CSc3nc(N)cc(=O)[nH]3)c2C)cc1	0	-10	-3	-2	.	107	1.1	.	0.9
CCn1c(CSc2nc3ccccc3s2)nnc1SCC(=O)c1ccc2c(c1)OCCO2	21	-16	4	6	.	109	1.3	.	.
Cc1ccc(-c2nnc(CSc3nnc(C)s3)o2)cc1	-9	5	-19	-4	-1	110	1.6	1	0.9
CCOC(=O)C1=C(CSc2nnnn2C)N(C)C(=O)NC1c1ccccc1 (stereo unspecified)	-5	1	1	1	-2	102	.	-1	0.9
CCOC(=O)Cc1nnc(NC(=O)C(CC)Sc2nc(C)cc(C)n2)s1 (stereo unspecified)	-7[fluorescence artefact?]	0	-5	1	-3	108	.	-18	0.9
CC1Cc2nc(SCC(=O)Nc3ccc(F)cc3F)n(C)c(=O)c2S1 (stereo unspecified)	-3	.	3	1	-1	114	1.1	1	1
CCn1c(CNc2ccc(Cl)cc2)nnc1SCC(=O)OC1CCCCC1	-9	.	-1	3	.	93	1.3	.	.
Cc1nnc(SCCn2c(N3CCCCCC3)nc3c2c(=O)[nH]c(=O)n3C)s1	.	-1	.	1	-3	.	1.1	-5	1.2
Cc1cc2cc3c(cc2nc1SCC(=O)N1c2ccccc2CC1C)OCO3 (stereo unspecified)	51*[fluorescence artefact?]	.	48[fluorescence artefact?]	1	.	162[fluorescence artefact?]	1.2	.	.

Quoted at random: 2 records from the list
SMILES	ERa SRC1 inh	E coli WT exp	ERb SRC1 inh	FAK blocker	Mac1 fbg enh	ERa coact pot	MT1-MMP txn act	Mac1 fbg inh	PLAP act
CC(CCc1ccccc1)NC(=O)c1nnc(Cc2ccc(Cl)cc2)o1 (stereo unspecified)	-3	-9	3	3	-1	117	.	6	0.9
CCC(C)(C)C1CCC2(CC1)NC(=O)N(CC(=O)Nc1nc(-c3ccc(C)cc3)cs1)C2=O (stereo unspecified)	.	-2	.	-1	1	.	.	3	1
